Vif-APOBEC3F blk: qHTS for Inhibitors of Vif-A3F Interactions: qHTS; HeLa A3F-eYFP + Vif (tagged APOBEC3F with the HIV-1 protein that degrades it), YFP fluorescence increase; Potency, µM (top dose mostly 46.1 µM), for inactives: at the top dose activity, negative = active; 390,000 tested, 0.2% active; note: potency is the fitted concentration of half-maximal effect; % of control where 0% means no effect; nearly all actives have a fitted effect of over 65% in size
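Fluorescence increase (Ex 488/Em 500-530) after overnight compound treatment at 37 deg C flags inhibition of Vif-driven A3F-eYFP loss in stable HeLa A3F-eYFP/Vif cells seeded overnight beforehand.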
RGS4 inh: Inhibitors of Regulator of G Protein Signaling (RGS) 4: qHTS. 390,000 tested, 0.039% active. Regulator of G-protein signaling 4 (Homo sapiens), P49798. Transcreener GDP fluorescence polarization, RGS4-accelerated GTP hydrolysis. Potency, µM (series often up to 114 µM), for the others: top-dose activity change, negative = inhibition, hits mostly inhibitors; note: potency is the fitted concentration of half-maximal effect; % is set by controls: 0 for no effect and ±100 for the full control effect; nearly all actives have a fitted effect of over 75% in size; some results filed as inactive show a strong effect at the top dose
Target sequence (P49798 whole entry, looked up): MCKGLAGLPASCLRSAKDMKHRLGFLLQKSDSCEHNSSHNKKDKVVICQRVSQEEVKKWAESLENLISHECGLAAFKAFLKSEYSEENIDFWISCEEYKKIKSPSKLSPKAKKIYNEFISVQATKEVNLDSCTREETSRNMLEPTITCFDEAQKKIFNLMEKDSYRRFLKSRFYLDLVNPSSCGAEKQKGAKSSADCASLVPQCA
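MLSMR compounds (23 nl, pin-transferred) preincubated 10 min at room temperature with a 500nM (2x) first reagent, then RGS4 at 900nM (2x) plus Transcreener GDP mix added; fluorescence polarization (620/688 nm) read before and after 90 min at 30 °C.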
TrxR1 substrate: qHTS Assay for Substrates of Mammalian Selenoprotein Thioredoxin Reductase 1 (TrxR1): qHTS; Thioredoxin reductase 1, cytoplasmic (Rattus norvegicus), O89049; purified TrxR1 substrate turnover, NADPH consumption readout; Potency, µM (titrated, usually from 114 µM), for the others: top-dose activity change, negative = substrate turnover; 390,000 tested, 0.01% active; AID 588456, 2011; note: potency is the fitted concentration of half-maximal effect; % is set by controls: 0 for no effect and ±100 for the full control effect; nearly all actives have a fitted effect of over 50% in size
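Rat TrxR1, dispensed at 90 nM, was prereduced with 400 uM NADPH (final) for 5 min at ~22 deg C, then incubated with compound 15 min before 400 uM selenite. A first-read NADPH fluorescence drop versus no-compound background flagged substrates.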
LDHA inh: qHTS assay for inhibitors of human lactate dehydrogenase | purified LDHA, NADH/diaphorase-resazurin fluorescence; hits give low values | 480,000 tested, 0.15% active | activity change, % (values are at about 110 or 230 µM) | L-lactate dehydrogenase A chain (Homo sapiens), P00338; in the data active = activity change below about -30%; inconclusive = mostly about -25% to -30%;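 note: plate controls were DMSO wells for no effect and wells without enzyme for full effect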
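Enzyme activity of human lactate dehydrogenase 5 (2 nM; 0.06 mM NADH, 0.2 mM pyruvate, 5 min, RT) is measured via a resazurin/diaphorase fluorescence readout of residual NADH.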
Vif-A3G inh: qHTS for Inhibitors of Vif-A3G Interactions: qHTS; DNA dC->dU-editing enzyme APOBEC-3G (Homo sapiens), Q9HC16; HeLa A3G-eYFP + Vif (tagged APOBEC3G with the HIV-1 protein that degrades it), YFP fluorescence, overnight; Potency, µM (doses to about 46.1 µM), without a hit: at the top dose activity, negative = active, hits mostly inhibitors; 410,000 tested, 0.076% active; AID 602310, 2012;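 note: potency is the fitted concentration of half-maximal effect; % is set by controls: 0 for no effect and ±100 for the full control effect; nearly all actives have a fitted effect of over 60% in size; hits raise eYFP signal because A3G escapes Vif-driven loss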
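HeLa cells stably expressing Vif and C-terminally eYFP-tagged A3G, seeded overnight at 37 deg C, then exposed to compound by pintool overnight at 37 deg C. Rise in yellow fluorescence (Ex 488/Em 500-530, Acumen) marks blocked Vif-driven A3G degradation.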
IDH1 R132H inh: qHTS for Inhibitors of mutant isocitrate dehydrogenase 1 (IDH1): qHTS; IDH1-R132H enzyme, NADPH consumption, diaphorase/resazurin fluorescence; 390,000 tested, 0.093% active; Isocitrate dehydrogenase [NADP] cytoplasmic (Homo sapiens), O75874; AID 602179, 2012; Potency, µM (highest dose often 76.6 µM), for the others: at the highest dose activity change, negative = inhibition, hits mostly inhibitors; note: potency is the fitted concentration of half-maximal effect; % is set by controls: 0 for no effect and ±100 for the full control effect; nearly all actives have a fitted effect of over 65% in size
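IDH1-R132H (0.5 ug/mL) preincubated 30 min with compound, then NADPH (0.016 mM) and alpha-KG (2 mM) added; 80 min at RT, pH 7.5. Remaining NADPH coupled via diaphorase/resazurin to fluorescence (540/590 nm); concentration-response curves normalized to no-enzyme control.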
USP1 inh: Inhibitors of USP1/UAF1: Primary Screen; Potency, µM (series often up to 57.1 µM), without a hit: top-dose activity change, negative = inhibition, most hits filed as inhibitors; 390,000 tested, 0.23% active; AID 743255, 2014; Ubiquitin carboxyl-terminal hydrolase 1 (Homo sapiens), O94782; recombinant USP1/UAF1, Ub-Rhodamine cleavage fluorescence; note: potency is the fitted concentration of half-maximal effect; % is set by controls: 0 for no effect and ±100 for the full control effect; nearly all actives have a fitted effect of over 60% in size; inactives centre near -12
Target sequence (O94782 whole entry, looked up): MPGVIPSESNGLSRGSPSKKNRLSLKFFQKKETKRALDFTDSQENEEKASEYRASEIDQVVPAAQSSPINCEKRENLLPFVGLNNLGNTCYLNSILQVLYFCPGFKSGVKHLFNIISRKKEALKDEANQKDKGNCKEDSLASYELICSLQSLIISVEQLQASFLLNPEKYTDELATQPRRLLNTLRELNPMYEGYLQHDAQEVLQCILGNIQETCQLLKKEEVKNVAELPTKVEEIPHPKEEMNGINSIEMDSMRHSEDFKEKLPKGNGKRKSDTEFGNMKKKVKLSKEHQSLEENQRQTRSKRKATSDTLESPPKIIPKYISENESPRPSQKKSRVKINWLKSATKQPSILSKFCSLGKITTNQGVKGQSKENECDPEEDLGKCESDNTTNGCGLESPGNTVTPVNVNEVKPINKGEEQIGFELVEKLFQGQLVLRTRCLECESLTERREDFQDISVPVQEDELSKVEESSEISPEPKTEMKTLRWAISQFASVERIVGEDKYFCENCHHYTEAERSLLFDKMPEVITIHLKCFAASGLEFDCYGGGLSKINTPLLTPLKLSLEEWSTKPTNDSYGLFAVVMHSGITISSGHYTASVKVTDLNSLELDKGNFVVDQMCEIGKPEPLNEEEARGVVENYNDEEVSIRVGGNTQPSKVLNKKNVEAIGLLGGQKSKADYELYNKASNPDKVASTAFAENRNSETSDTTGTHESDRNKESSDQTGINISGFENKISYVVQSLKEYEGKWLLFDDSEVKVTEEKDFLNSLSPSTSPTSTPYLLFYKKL
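1 nM enzyme complex + cpd, 15 min RT; start with Ub-Rho 150nM final; kinetic fluorescence ex 480/em 540, 6 reads q60 s. Buffer 50mM HEPES pH 7.8, 0.5mM EDTA, 0.1 mg/ml BSA, 1mM TCEP, 0.01% Tween-20.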
Glioma ERSR ind: qHTS for Inducers of the Endoplasmic Reticulum Stress Response (ERSR) in Human Glioma: qHTS | U87-MG GRP78 promoter luciferase reporter, 16 h | Potency, µM, without a hit: at the top dose activation, actives largely listed as activators | 420,000 tested, 0.02% active | AID 602332, 2012; note: potency is the fitted concentration of half-maximal effect; series mostly up to about 76 µM; % of control where 0% means no effect; nearly all actives have a fitted effect of over 35% in size
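Stably transfected U87-MG glioma cells carrying a GRP78-based luciferase sensor; 16 h compound incubation. Luminescence end-point read 10 min after Bright-Glo addition at room temperature.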
rTrxR1 inhibitor: qHTS Assay for Inhibitors of Mammalian Selenoprotein Thioredoxin Reductase 1 (TrxR1): qHTS; recombinant rTrxR1, NADPH fluorescence consumption, selenite substrate; Potency, µM (series often up to 114 µM), inactives show top-dose activity change, negative = inhibition, hits mostly inhibitors; 390,000 tested, 1% active; note: potency is the fitted concentration of half-maximal effect; % is set by controls: 0 for no effect and ±100 for the full control effect; nearly all actives have a fitted effect of over 65% in size
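Rat TrxR1 (90 nM in the dispensed reagent) was pre-reduced with 400 uM NADPH for 5 min at room temperature, then incubated with compound for 15 min. After 400 uM selenite was added, NADPH fluorescence (Ex 340/Em 450 nm) was followed for 8 min.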
* = called active by the depositor; u = inconclusive; x = no result given; [ ] = another dose, or the depositor's remark. Unless noted, calls come from the whole dose curve; as a rule, active = well fitted curve in the direction sought with a large enough effect; inconclusive = small, poorly fitted or top-dose-only effect, or another doubt; inactive = no such curve, though single readings can be large; an effect the other way counts as inactive or inconclusive.

SMILES	Vif-APOBEC3F blk	RGS4 inh	TrxR1 substrate	LDHA inh	Vif-A3G inh	IDH1 R132H inh	USP1 inh	Glioma ERSR ind	rTrxR1 inhibitor
COc1ccc(CCNC(=O)c2cccc(NC(=O)CC3SC(N4CCCCC4)=NC3=O)c2)cc1OC (stereo unspecified)	1%	-1%	-8%	-6	1%	0%	-5%	-5%	0%
Cc1ccc(-n2ncc3c(N4CCC5(CC4)OCCO5)ncnc32)c(C)c1	-2%	16%	-7%	1	-7%	-7%	7%	-2%	-6%
NC(=O)c1cc(-c2cccnc2)nc2ccc(Br)cc12	-4%	19%	-7%	1	-5%	0%	-17%	-4%	11%
COc1cc2c(cc1OC)C1=C(C#N)CCC(=NC(=O)c3ccc(Cl)cc3)N1CC2	x	11%	-7%	-2	-12%	0%	-20%	-8%	-8%
O=c1cc(C=NNc2ccccc2)[nH]c(=O)[nH]1	-14%	18%	-15%	-3	-3%	-1%	-20%	-2%	u
COc1ccc(NC(=O)c2cc3c(=O)n(C)c4cc(Cl)ccc4c3s2)cc1Cl	-5%	10%	3%[57.1 µM]	-7	1%	-10%	2%	3%	15%[57.1 µM]
CC(C)c1ccc(NC(=O)CSc2nc(-c3ccccc3F)nc3nc[nH]c23)cc1	2%	-2%	-2%	-2	2%	2%	-9%	-3%	5%
O=C(CCCN1C(=O)c2cccc3cccc(c23)C1=O)NC1CCS(=O)(=O)C1 (stereo unspecified)	11%	-17%	65%	2	1%	4%	-17%	3%	24%[57.1 µM]
OCC#CCSc1nnc(-c2ccc(Br)cc2)o1	7%	-3%	-15%	2	0%	7%	3%	2%	-16%
COc1ccc(C(=O)NCC(c2cccnc2)N2CCc3ccccc32)cc1 (stereo unspecified)	-6%	-9%	-6%	-3	-3%	36%	-29%	-2%	-1%
Cc1ccc(CNC(=O)C2C3C=CC4(CN(Cc5cccnc5)C(=O)C24)O3)cc1 (stereo unspecified)	-1%	-30%	7%[57.1 µM]	-5	0%	5%	-10%	-3%	5%[57.1 µM]
CCN(CC(=O)NCc1cccs1)S(=O)(=O)c1c(F)cccc1F	12%	-15%	1%	-7	0%	-1%	-21%	-2%	26%
CC1CCCC(C)N1C(=O)c1cc(F)c(F)cc1Cl (stereo unspecified)	-2%	-31%	0%	0	-1%	4%	-11%	-2%	-1%
CC1(C)C(=O)NCCN1C(=O)CC1C(=O)NCCN1Cc1cccc(C(F)(F)F)c1 (stereo unspecified)	-13%	22%	4%	5	6%	-14%	-15%	2%	-14%
COc1ccccc1-c1n[nH]c(=S)n1-c1ccccc1	x	-29%	1%	-4	-1%	11%	-14%	2%	u
Cc1ccc(-c2nc3cccnc3s2)cc1NC(=O)C1c2ccccc2Oc2ccccc21	-16%	-17%	7%[57.1 µM]	-2	-3%	-2%	-13%	-4%	8%[57.1 µM]
C=C(C)n1c(=O)n(Cc2ccccc2C)c2ccccc21	5%	1%	5%	-2	-3%	1%	-20%	-3%	23%
COc1ccc(C(=O)NC(=S)Nc2ccc(N3CCCC3)cc2)cc1	-7%	-35%	1%	-10	3%	-4%	-3%	-1%	u
O=C(CSc1nnc(Nc2ccccc2)s1)NN1C(=O)NC2(CCCCC2)C1=O	-12%	-1%	-8%	-3	0%	7%	-16%	-4%	16%[11.4 µM]
COc1ccc(C(C(=O)NC2CCCC2)N(Cc2ccccc2)C(=O)CNC(=O)c2ccco2)cc1 (stereo unspecified)	-2%	37%	-9%	-1	0%	11%	-7%	-4%	-8%
CSCC[C@H](NC(=O)OC(C)(C)C)C(=O)N/N=C/c1c(C)[nH]c(=O)[nH]c1=O	3%	-4%	-10%	6	1%	3%	-13%	-2%	-10%
Cc1cccc(/N=C/c2c(O)c3ccccc3oc2=O)n1	-5%	16%	-4%	-3	1%	1%	-3%	-8%	-14%
Nc1nc(-c2ccco2)cs1	-5%	-31%	5%	11	2%	3%	-20%	5%	-6%
Cc1ccc(-c2nc3ncccc3o2)cc1NC(=O)c1ccco1	1%	-8%	2%	-5	-4%	5%	-9%	-1%	u
CCOC(=O)C(CC)Sc1nc2c(cnn2-c2ccccc2)c(=O)[nH]1 (stereo unspecified)	-8%	9%	6%[57.1 µM]	-13	2%	-6%	-14%	-4%	8%[57.1 µM]
Cc1c(C(=O)Nc2ccc3c(c2)OCCO3)sc2ncnc(N3CCCCC3C)c12 (stereo unspecified)	3%	-8%	-3%	-1	7%	0%	-26%	-6%	10%
CCOC(=O)c1nn(-c2ccc3ccccc3c2)cc1O	0%	17%	0%	0	-10%	-2%	-18%	1%	15%
O=C1N/C(=C/c2ccc(N3CCOCC3)o2)C(=O)N1c1cccc(Cl)c1	u	-76%[11.4 µM]	-5%	1	u	4%	-18%	-14%	3.2µM*
O=C(Cc1ccc(Cl)cc1)NCC(=O)N1CCN(c2ccccc2)CC1	-3%	-11%	0%	-1	-2%	0%	-8%	-6%	3%
CCN(C(=O)COC(=O)c1cc(=O)c2ccccc2o1)c1c(N)n(Cc2ccccc2)c(=O)[nH]c1=O	-11%	1%	-6%	-4	0%	4%	-13%	0%	-8%

An excerpt from above in order of heavy-atom count, largest number first.
SMILES	Vif-APOBEC3F blk	RGS4 inh	TrxR1 substrate	LDHA inh	Vif-A3G inh	IDH1 R132H inh	USP1 inh	Glioma ERSR ind	rTrxR1 inhibitor
CCN(C(=O)COC(=O)c1cc(=O)c2ccccc2o1)c1c(N)n(Cc2ccccc2)c(=O)[nH]c1=O	-11%	1%	-6%	-4	0%	4%	-13%	0%	-8%
CSCC[C@H](NC(=O)OC(C)(C)C)C(=O)N/N=C/c1c(C)[nH]c(=O)[nH]c1=O	3%	-4%	-10%	6	1%	3%	-13%	-2%	-10%
O=C1N/C(=C/c2ccc(N3CCOCC3)o2)C(=O)N1c1cccc(Cl)c1	u	-76%[11.4 µM]	-5%	1	u	4%	-18%	-14%	3.2µM*

Next part.
SMILES	Vif-APOBEC3F blk	RGS4 inh	TrxR1 substrate	LDHA inh	Vif-A3G inh	IDH1 R132H inh	USP1 inh	Glioma ERSR ind	rTrxR1 inhibitor
Cc1ccc(C)c(N2CCN(CC3CCCCC3)CC2)c1	0%	17%	-7%	-2	-2%	6%	-18%	1%	2%[57.1 µM]
COc1ccc(CC(=O)OCC(=O)NC(=O)NC2CCCC2)cc1	1%	-6%	3%	0	2%	0%	-20%	-5%	4%
COc1cc(NC(=O)CN2CCCCC2C)c(C)cc1[N+](=O)[O-] (stereo unspecified)	1%	-9%	-4%	-6	-2%	3%	-10%	-2%	-8%
CC[C@H](C)C(C(=O)N1CCN(C(=O)OC(C)(C)C)CC1)n1cc(C(CC(C)C)NC(=O)OC(C)(C)C)nn1 (stereo partly specified)	0%	-8%	-2%[57.1 µM]	0	3%	-6%	-33%	-4%	-7%[57.1 µM]
COc1ccc(OC)c(NS(=O)(=O)c2cccs2)c1	3%	-12%	-7%	-1	-1%	-1%	-3%	-1%	-2%
COc1cc(CCC(=O)NCC2CCCO2)cc(OC)c1OC (stereo unspecified)	-5%	5%	2%	-1	-4%	1%	-10%	-8%	14%
CC1CCN(S(=O)(=O)c2ccc3c(c2)N(CC(=O)NCc2ccccc2Cl)C(=O)CO3)CC1	-1%	4%	1%	1	0%	14%	-21%	-3%	4%
COc1ccc(C(=O)N(C)C2CCCCC2)cc1OC1CCN(C(C)C)CC1	0%	-34%	-7%	1	1%	9%	-17%	-3%	-21%
COc1ccc(-c2csc(NC(=O)CCCc3cccs3)n2)cc1	-17%	-8%	-6%	-5	1%	-6%	-1%	-1%	-3%
O=C(CCC(=O)N(CC(=O)NC1CCCC1)C1CCCCC1)Nc1ccccn1	1%	10%	1%	-1	0%	-7%	-13%	-1%	30%
CC(C)(C)c1nn2cnnc2n(/N=C/c2ccccc2)c1=O	-4%	-21%	-7%	-3	0%	-2%	3%	-5%	4%[57.1 µM]
CN(C)c1oc(COc2ccccc2F)nc1C#N	-13%	3%	-1%	-2	3%	8%	-11%	13%	-4%
COc1ccccc1CNC(=O)CN1C(=O)CCc2cc(S(=O)(=O)N3CCCCC3)ccc21	8%	23%	4%[57.1 µM]	0	1%	14%	-4%	1%	10%[57.1 µM]
CCOc1ccc(N(CC(=O)N2CCN(c3ccccc3)CC2)S(=O)(=O)c2c(C)noc2C)cc1	1%	u	4%	-5	3%	10%	u	-4%	26%
O=C(Nc1cc(S(=O)(=O)N2CCCC2)ccc1OCC(F)(F)F)c1ccc(F)cc1	-1%	1%	-3%	-3	0%	5%	-20%	-5%	-5%

Screens as filed in PubChem BioAssay.

A portion of the library (hit frequency here may not be typical).
